Runt-SMMHC FRET: inhibitors of RUNX1 Runt–CBFb-SMMHC binding, primary screen, biochemical, FRET, Cerulean-Runt, Venus-CBFb-SMMHC, uHTS. Runt-related transcription factor 1 (Homo sapiens) + Core-binding factor subunit beta …. Cerulean-Runt/Venus-CBFb-SMMHC FRET ratio 530/480, 1 h. inhibition, % at 20 µM. 220,000 compounds, 0.74% hits. AID 1434, 2008;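 active means mean inhibition across duplicate retests at 20 µM reaching about 50%, limit read from the data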;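 further: 0% = DMSO wells and 100% = wells with excess untagged CBFb-SMMHC; inhibitors lower the FRET ratio by blocking Runt binding to CBFb-SMMHC; some results filed as inactive read as strong as hits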
Calpain2 inh: inhibitors of pig calpain II, primary screen, biochemical, fluorogenic peptide substrate, 1536-well; purified calpain II, 30 min; inhibition, % at 16 µM; 220,000 compounds, 0.37% hits;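 active means inhibition above about 50%, limit read from the data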
RBBP9 inhibitor: human RBBP9 inhibitors, primary screen, biochemical, fluorescence polarization, FP-Rh probe, HTS. recombinant RBBP9. AID 1515, 2009. inhibition, % at 7.94 µM. Serine hydrolase RBBP9 (Homo sapiens), O75884. 220,000 compounds, 0.2% hits;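 active means inhibition above the campaign mean of all tested compounds plus 3 SD, cut at about 14% in these data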;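 further: plate controls were DMSO wells with RBBP9 for no effect and wells lacking RBBP9 protein for full effect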
Target sequence (O75884 whole entry, looked up): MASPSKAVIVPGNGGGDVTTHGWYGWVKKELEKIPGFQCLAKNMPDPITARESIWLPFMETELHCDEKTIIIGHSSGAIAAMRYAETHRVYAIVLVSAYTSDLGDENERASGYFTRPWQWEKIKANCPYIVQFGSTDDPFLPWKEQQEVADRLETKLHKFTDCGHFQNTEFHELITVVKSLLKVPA
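Material: RBBP9 protein. Amount: RBBP9 at 2.5 µM in dispensed solution, before mixing. Schedule: 30 min then 45 min, 25 °C. Medium: Tris buffer pH 8.0, NaCl, Pluronic. Measured by: fluorescence polarization. Measure: percent inhibition from mP, scaled between DMSO and no-protein wells. Replication: one well per compound.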
EBV gp42 inh: Epstein-Barr virus gp42 inhibitors, primary screen, biochemical, uHTS, fluorescence polarization | inhibition, % (tested at 21.74 µM) | Fluorescence polarization binding assay, mP read-out | 220,000 compounds, 0.42% hits | Glycoprotein 42 (Epstein-Barr virus (strain AG876)), Q1HVG2; in the data active means inhibition above about 50%
Target sequence (Q1HVG2 whole entry, looked up): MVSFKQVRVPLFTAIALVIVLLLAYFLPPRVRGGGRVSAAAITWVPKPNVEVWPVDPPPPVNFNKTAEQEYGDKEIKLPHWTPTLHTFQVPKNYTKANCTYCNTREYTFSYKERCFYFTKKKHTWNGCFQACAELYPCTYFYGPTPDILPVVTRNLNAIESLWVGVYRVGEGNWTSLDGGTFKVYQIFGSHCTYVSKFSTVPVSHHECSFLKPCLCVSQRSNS
Tb hexokinase: Trypanosoma brucei hexokinase 1 inhibitors, primary screen, biochemical, G6PDH-coupled NADH absorbance, MLSCN library | hexokinase 1 [Trypanosoma brucei] | recombinant TbHK1, G6PDH-coupled NADH A340 | inhibition, % at 10 µM | 220,000 compounds, 0.11% hits;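 active means inhibition of 50% or more in the single-dose primary screen; inactive means inhibition below 50%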
NCF1 inh: p47phox/p22phox peptide binding inhibitors, primary screen, biochemical, uHTS, NADPH oxidase regulatory subunit. Neutrophil cytosol factor 1 (Homo sapiens), P14598. fluorescence polarization, 2 h. inhibition, % at 24.7 µM. 220,000 compounds, 0.53% hits. AID 1274, 2008;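 active means inhibition above about 30%, limit read from the data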;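 further: 0% = p47phox with labelled peptide and 100% = labelled peptide alone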
Target sequence (P14598 whole entry, looked up): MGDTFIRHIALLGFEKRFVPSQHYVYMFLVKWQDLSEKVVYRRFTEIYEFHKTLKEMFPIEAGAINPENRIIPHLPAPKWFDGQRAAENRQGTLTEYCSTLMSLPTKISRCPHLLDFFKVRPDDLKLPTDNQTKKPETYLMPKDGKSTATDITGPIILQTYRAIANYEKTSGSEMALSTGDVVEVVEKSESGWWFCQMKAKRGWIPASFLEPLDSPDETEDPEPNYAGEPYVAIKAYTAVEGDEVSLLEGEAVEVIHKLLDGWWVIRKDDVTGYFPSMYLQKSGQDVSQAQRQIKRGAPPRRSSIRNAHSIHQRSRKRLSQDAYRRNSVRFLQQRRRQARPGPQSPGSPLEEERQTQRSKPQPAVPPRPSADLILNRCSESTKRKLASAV
Runt-CBFb FRET: inhibitors of RUNX1 Runt–CBFb binding, primary screen, biochemical, FRET, Cerulean-Runt, Venus-CBFb, uHTS | Runt-related transcription factor 1 (Homo sapiens) + Core-binding factor subunit beta … | Cerulean-Runt/Venus-CBFb FRET ratio 530/480, 1 h | inhibition, % at 20 µM | 220,000 compounds, 0.46% hits;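 active means inhibition over about 50% at 20 µM in the single-dose screen, limit read from the data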;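 further: 0% = DMSO wells and 100% = excess unlabeled CBFb competitor control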
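Measured by: fluorescence energy transfer, 422 nm excitation, 530/480 nm emission; test system: Cerulean-tagged RUNX1 Runt domain (FRET donor) fusion protein; buffer or medium: Tris pH 7.5 buffer with BSA; compound: one dose, 20 µM compound, 1% DMSO; times: two 1 h room-temperature incubations shielded from light; benchmarks: unlabeled CBFb 5 µM, positive control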
p97 inhibitor: inhibitors of human p97 ATPase, primary screen, biochemical. recombinant p97 ATPase, Kinase-Glo ATP luminescence, 3 h. inhibition, % at 8 µM. 220,000 compounds, 0.42% hits; in the data active means inhibition above about 15%;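 further: 0% = DMSO vehicle and 100% = wells lacking enzyme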
Furin inhibitor: human furin inhibitors, primary screen, biochemical, fluorescence intensity; P09958; purified furin, fluorogenic substrate cleavage; inhibition, % at 30 µM; 220,000 compounds, 0.061% hits; in the data active means inhibition above about 25%; further: inactives centre near -15
Starred values were filed as active, the others as inactive; nt = no result given; [ ] = dose if it differs, or a comment.

SMILES	Runt-SMMHC FRET	Calpain2 inh	RBBP9 inhibitor	EBV gp42 inh	Tb hexokinase	NCF1 inh	Runt-CBFb FRET	p97 inhibitor	Furin inhibitor
Cc1nc2ccccc2c(=O)n1NC(=O)/C=C/c1ccccc1	4	2	-5	-8	-5	-29	0	1	-20
Cc1cc(NC(=O)CSCc2ccccc2C)no1	-2	-25	-1	-7	3	0	-1	2	-30
CN=Cc1sc2ccccc2c1O	54	11	-10	3	-7	-59	28	2	-17
CCOC(=O)C1CN(S(C)(=O)=O)c2cc(CC(=O)OC)ccc2O1 (stereo not drawn)	-3	-4	-6	-9	-3	-15	1	2	-25
O=c1c(Cl)c(N2CCOCC2)cnn1-c1nc2ccccc2[nH]1	2	-24	-11	0	-37	-1	-2	-1	-11
O=C(Nc1ccc(S(=O)(=O)NCc2cccnc2)cc1)c1ccco1	2	5	-1	1	3	3	0	6	-27
CC(C)(C#N)NC(=O)c1ccco1	-2	27	-4	-9	6	-12	0	5	-15
CCCCCC[n+]1c(-c2ccc(Cl)cc2Cl)csc1Nc1ccccc1	0	17	-6	7	-7	-5	0	0	-11
Cc1ccc(SCCNC(=O)c2ccc(C)c(S(=O)(=O)Nc3cccc(C)c3)c2)cc1	2	35	-40	15	15	-10	0	-5	6[20 µM]
O=C(Nc1ccnc(-c2cccnc2)n1)c1ccc(F)cc1	-2	-8	-4	-11	-2	0	-1	2	-4

Four compounds already listed, ordered by the value under Furin inhibitor, ascending:
Structure | Runt-SMMHC FRET | Calpain2 inh | RBBP9 inhibitor | EBV gp42 inh | Tb hexokinase | NCF1 inh | Runt-CBFb FRET | p97 inhibitor | Furin inhibitor
Cc1nc2ccccc2c(=O)n1NC(=O)/C=C/c1ccccc1 | 4 | 2 | -5 | -8 | -5 | -29 | 0 | 1 | -20
CC(C)(C#N)NC(=O)c1ccco1 | -2 | 27 | -4 | -9 | 6 | -12 | 0 | 5 | -15
O=c1c(Cl)c(N2CCOCC2)cnn1-c1nc2ccccc2[nH]1 | 2 | -24 | -11 | 0 | -37 | -1 | -2 | -1 | -11
O=C(Nc1ccnc(-c2cccnc2)n1)c1ccc(F)cc1 | -2 | -8 | -4 | -11 | -2 | 0 | -1 | 2 | -4

Later entries:
SMILES	Runt-SMMHC FRET	Calpain2 inh	RBBP9 inhibitor	EBV gp42 inh	Tb hexokinase	NCF1 inh	Runt-CBFb FRET	p97 inhibitor	Furin inhibitor
COc1cc(C2C=C(C34CC5CC(CC(C5)C3)C4)NC(=S)N2)cc(OC)c1OC (stereo not drawn)	0	-21	-10	5	-5	-17	-2	0	-18[20 µM]
O=C(NCc1nc(-c2ccccc2)no1)c1ccc2c(c1)OCO2	0	-10	1	5	4	-7	2	1	-22[20 µM]
CCOC(=O)C1(CCCc2ccccc2)CCN(C(=O)c2cnc(C)cn2)CC1	-6	-28	-4	-10	-7	-3	-3	0	-28
COc1cc(C(=O)NC2(C(F)(F)F)NC(=O)N(CCCc3ccccc3)C2=O)cc(OC)c1OC (stereo not drawn)	0	-21	-9	1	-3	-6	-2	4	-18
CCc1cc(C(=O)NNC(=S)Nc2ccccc2C)cs1	-6	16	-5	-6	1	-6	4	-6	-13[20 µM]
Cc1ccccc1N/C(SCc1cccc(Br)c1)=C(/C#N)C(N)=O	-3	9	-4	-8	-3	-1	1	3	-15
Cc1cc(S(=O)(=O)Nc2ccc3c(c2)COC3=O)ccc1F	-4	-13	4	-10	-2	-5	0	2	-20
COc1cc(C)ccc1OCCOCCOc1ccc([N+](=O)[O-])cc1	-1	12	1	-5	-11	4	-1	-2	-8
O=C(C[n+]1cccc2ccccc21)c1ccc([N+](=O)[O-])cc1	-1	32	2	-14	1	1	2	0	-10
CCOc1ccc(-c2nnn(CC(=O)Nc3cccc(OC)c3)n2)cc1OCC	4	-38	-11	-15	36	-8	-1	-8	-11
CCC1=C(OC(=O)N(CC)CC)N2C(=O)OC(=NCCc3c[nH]c4ccccc34)[C@]2(Cc2ccccc2)[C@H]2C1=CC[C@H]1C(=O)N(CC(=O)OC)C(=O)[C@H]12	5	-69	nt	-18	-22	-44	-4	nt	-26
COc1ccc(C(=O)Nc2cc3c(oc2=O)CCCC3=O)cc1	2	-28	-4	2	-3	-15	2	2	-24
COc1ccc(/C=C/C(=O)OCC(=O)Nc2ccc(Cl)c(S(=O)(=O)N(C)C)c2)cc1OC	6	-29	-11	-10	-18	-33	-5	8	-19
O=C1CC(N2CCN(c3nc4ccccc4s3)CC2)C(=O)N1Cc1cccs1 (stereo not drawn)	-1	-20	-11	7	-2	-4	-4	-5	-9[20 µM]
O=C(NNC(=O)C1C2CCCCC21)c1coc(=O)c(Br)c1 (stereo not drawn)	80	-28	-9	22	-18	-59	21	6	-11
CC(O)[C@H]1CN=C(N)N1CCCCC1CCCCC1 (stereo partly drawn)	0	5	nt	2	7	8	-1	nt	-27
NC(=O)SCC(=O)Nc1ccccc1C(=O)O	3	-17	2	-7	3	-15	0	8	-27
CCOC(=O)C1CCN(C(=O)CSc2cc(=O)n(CC)c3ccccc23)CC1	-1	12	-6	-21	-7	4	0	-6	-9[20 µM]
COc1ccc2c(CC(=O)OCC(=O)NC(=O)c3cccn3C)coc2c1	3	-22	-1	-15	3	-14	-2	-4	-14[20 µM]
Cc1c(NC(=O)C2CC(c3ccc(F)cc3)=NO2)c(=O)n(-c2ccccc2)n1C (stereo not drawn)	3	2	-2	1	6	-5	4	4	-22
COc1cccc(-c2nc(Oc3cccc(C)c3C)c3ccccc3n2)c1O	-4	39	-2	-1	4	15	-2	-3	-17
COc1ccc(-c2csc(NC(=S)NC(=O)c3cccs3)n2)cc1Br	-5	-37	12	-4	-12	-16	2	-5	-4
Cn1c(N)c(C(=O)Nc2ccc(-c3ccccc3)cc2)sc1=S	5	20	-4	-11	-17	-7	15	-3	-9
COc1ccc(C2C(C(=O)NC(C)C)c3ccccc3C(=O)N2C)cc1OC (stereo not drawn)	-5	13	-6	-26	-1	0	-1	2	-19
OCC(Cc1ccccc1)NCc1ccccc1C(F)(F)F (stereo not drawn)	4	24	0	-10	7	-2	-1	-6	3
O=C(CSc1nc(-c2ccco2)cc(C(F)(F)F)n1)Nc1cccnc1	-3	-25	-2	-15	-29	-4	-2	-4	10
O=C(COC(=O)c1cc(=O)[nH]c2ccccc12)c1ccccc1	1	-44	-2	3	-7	-17	1	3	-20
CC(Sc1ccccn1)C(=O)Nc1ccc(S(N)(=O)=O)cc1 (stereo not drawn)	-1	4	7	-14	-2	-3	0	-4	-23[20 µM]
COc1ccccc1N1CCN(S(=O)(=O)c2cccc(F)c2)CC1	0	-11	-4	-2	-4	-2	-1	2	-18[20 µM]
O=C(Nc1ccccc1F)N1CCCC1c1cccnc1 (stereo not drawn)	2	13	1	-8	-9	-5	-2	5	-10
COC(=O)[C@@H]1CC[C@H](C)[C@@H](c2ccc(C)cc2)N1C(=O)c1ccc(/C=N/O[C@H](C)c2cn([C@@H]3COC[C@H]3O)nn2)cc1	-8	-10	-7	2	-3	7	1	-13	-5
CN(CCOc1ccccc1)C(=O)c1cc([N+](=O)[O-])cc([N+](=O)[O-])c1	-1	0	-3	-15	-2	-2	-1	8	-25
Cc1ccc(C(=O)COc2ncnc3cc(Cl)ccc23)cc1	-1	-13	-8	-13	-7	-7	-1	3	-14
Cc1c(Cl)cccc1-c1ccc(/C=N/n2cnnc2)o1	0	2	-5	-2	-38	-14	2	1	-9[20 µM]
CCCOc1cccc(/C=N/NC(=O)c2csc(C)c2C)c1	-5	9	-12	-13	4	-4	1	-7	6[20 µM]
CC(=O)OC(C(=O)NC1CCCCC1)c1ccc(C#N)cc1 (stereo not drawn)	-2	-2	-4	3	4	-3	-2	4	-21
O=C1Nc2ccccc2N(O)N1c1ccc(S(=O)(=O)N2CCOCC2)cc1	-1	18	-4	-5	4	2	-1	-2	-11
Cc1ccc(OCCn2c(Br)nc3c2c(=O)n(C)c(=O)n3C)cc1	-2	-6	-2	-6	4	-6	-3	4	-13[20 µM]
COC(=O)Cc1n[nH]c(=O)c2ccccc12	4	-11	8	-8	-1	-11	4	0	-8[20 µM]
COc1cc(NC(=O)Cn2cnc3sc(C)c(S(=O)(=O)N4CCN(C)CC4)c3c2=O)cc(OC)c1OC	0	33	-1	3	-4	-3	2	3	-18
Cc1[nH]nc(SCC(=O)N(C)c2ccccc2)c1[N+](=O)[O-]	3	17	-6	-4	-6	-9	1	2	-23
C/C(N)=C(/C#N)C(=O)CSc1nnc(SCc2ccc(Cl)cc2)s1	1	16	0	-16	5	-3	0	0	-14
COc1ccc(OC)c(C2=C[N+](=O)C(C)(C)C(C)(C)N2[O-])c1	-1	23	-7	-8	-22	-7	4	2	-10[20 µM]
N#C/C(=C\c1ccc(O)cc1)c1nc2ccccc2o1	-90	20	-14	-64	-22	-30	-36	5	-9
CC1(CC(=O)NNC(=O)Nc2ccccc2)OCCCO1	-1	-19	0	-11	-3	-4	2	6	-29
Cc1ccc(S(=O)(=O)N(C)C)cc1NC(=O)CCc1ccccc1	-3	12	5	-7	8	-2	2	1	-17
COc1ccc(/C=N/N2C(=O)CSC2=S)cc1	0	13	0	-12	-31	-44	6	1	-4[20 µM]
COc1cc2c(cc1OC)CN(Cc1cc(=O)oc3c(C)c(C)ccc13)CC2	-41	-26	-1	-17	-13	-16	-17	1	8
N/C(COc1ccc(F)cc1)=N\NC(=O)c1cccnc1Oc1ccccc1	0	-2	-4	-3	1	-4	1	0	-27[20 µM]
COc1ccc(N2CCN(S(=O)(=O)/C=C/c3ccccc3)CC2)cc1	1	-13	-9	-24	-3	-6	1	-1	-18[20 µM]
Following part:
SMILES	Runt-SMMHC FRET	Calpain2 inh	RBBP9 inhibitor	EBV gp42 inh	Tb hexokinase	NCF1 inh	Runt-CBFb FRET	p97 inhibitor	Furin inhibitor
c1ccc2c(c1)nc(NCc1ccc3c(c1)OCO3)n2CCN1CCOCC1	1	-14	-3	-4	-3	-20	1	7	-17
O=C(Nc1nnc(SCc2ccc(F)cc2)s1)c1ccc2ncsc2c1	-16	-19	-5	-15	-9	-25	-6	5	-26
CC(C)Oc1ccc(C(=O)N2CCCc3ccccc32)cc1	-5	39	0	1	1	12	-1	3	-20
COCCSc1nnc(NC(=O)C2CC(=O)N(c3ccc(OC)cc3)C2)s1 (stereo not drawn)	1	-17	-7	-17	-5	3	0	5	-7
C=CCNC(=O)C(=O)N/N=C/c1cccc(Br)c1	4	-13	-6	-13	1	-7	1	1	-26
Oc1ccc(Nc2nc(-c3cccs3)cs2)cc1	1	-16	-5	2	26	-41	6	14	-1
O=C(c1ccc(CNc2c(N3CCCC3)c(=O)c2=O)cc1)N1CC=C(c2ccccc2)CC1	1	-24	-3	-3	-7	-2	-2	8	-15
O=C1NC(=Nc2cccnc2)S/C1=C\c1cccc(F)c1	-11	-1	-1	-18	-60	-112	0	7	-27
